E-selectin induc: E-selectin induction in HUVECs, primary screen, imaging, HUVEC, immunofluorescence imaging, single point; normalized: neutral wells 0, TNF-alpha wells 100; activation, % at 7.58 µM; 0.37% of 260,000 active; AID 686992, 2013;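 active means mean E-selectin-positive cell signal at least 10% of the positive control, reached in at least 60% of replicates, without over 20% cell loss; inconclusive means no rule given, readout overlaps actives, possibly toxicity-flagged; inactive means the rest, including those meeting only one limit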;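 further: in these data hits start at about 27%; measured in HUVEC primary endothelial cells; signal is the percent of cells scored E-selectin positive by PE staining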
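Test system – human umbilical vein endothelial cells (HUVEC), E-selectin induction · Input – 3,000 HUVEC seeded per well · Buffer or medium – EGM-2, gelatin · Compound dosing – single-point compound dose · Detection – immunofluorescence imaging · Measure – percent E-selectin-positive cells · Controls – TNF-alpha high, DMSO low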
PglD inh: C. jejuni PglD acetyltransferase inhibitors, primary screen, biochemical, DTNB colorimetric, single point; UDP-N-acetylbacillosamine N-acetyltransferase PglD (Campylobacter jejuni); purified PglD enzyme, DTNB colorimetric CoA detection; inhibition, % at 12.5 µM; 0.098% of 360,000 active; in the data active means inhibition above about 16%, passing the limit was not always enough; inconclusive means no clear call, values can overlap the other calls; further: strong numbers were not always called active
S100A4 MyoIIA: inhibitors of S100A4-myosin IIA peptide binding, primary screen, biochemical, fluorescence polarization, TAMRA-MyoIIA peptide | Protein S100-A4 (Homo sapiens), P26447 | inhibition, % at 10.7 µM | 0.14% of 360,000 active;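 active means mean inhibition of at least 70% across replicates, with every replicate also reaching that level; inconclusive means mean inhibition reaches 70% but some replicates fall short; inactive means mean inhibition below 70%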
Target sequence (P26447 whole entry, looked up): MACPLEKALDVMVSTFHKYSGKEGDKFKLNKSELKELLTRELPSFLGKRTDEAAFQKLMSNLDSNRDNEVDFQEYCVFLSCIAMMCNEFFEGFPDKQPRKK
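assay system = human S100A4 monomer with TAMRA-labelled myosin IIA peptide | also added = labelled myosin peptide probe, 5 nM | incubation = 5 min between mix addition and reading | control set = DMSO and TFP controls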
ERp5 inh: inhibitors of ERp5-driven insulin aggregation, primary screen, biochemical, turbidity, absorbance 650 nm, single point; Protein disulfide-isomerase A6 (Homo sapiens), Q15084; 90 min; inhibition, % at 9.99 µM; 0.05% of 350,000 active;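 active means mean replicate inhibition above about 25%, with every replicate also reaching it, limit read from the data, passing the limit was not always enough; inconclusive means only one of those two criteria met; inactive means neither criterion met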
Target sequence (Q15084 whole entry, looked up): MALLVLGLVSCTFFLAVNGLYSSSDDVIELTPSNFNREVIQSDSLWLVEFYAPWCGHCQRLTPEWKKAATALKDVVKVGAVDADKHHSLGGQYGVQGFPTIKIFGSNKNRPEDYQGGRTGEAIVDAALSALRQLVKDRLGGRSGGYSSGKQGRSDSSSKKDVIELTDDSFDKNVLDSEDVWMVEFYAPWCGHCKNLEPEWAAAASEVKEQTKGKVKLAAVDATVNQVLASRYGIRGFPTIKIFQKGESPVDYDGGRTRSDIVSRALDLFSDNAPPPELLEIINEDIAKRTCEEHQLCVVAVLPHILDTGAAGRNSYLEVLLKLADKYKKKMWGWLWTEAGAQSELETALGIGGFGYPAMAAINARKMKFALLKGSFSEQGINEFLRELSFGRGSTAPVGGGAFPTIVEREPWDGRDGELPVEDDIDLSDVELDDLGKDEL
DENV2 CPE: inhibitors of DENV2 cytopathic effect, primary screen, cell-based, plate reader, single concentration; DENV2-infected cells, cytopathic effect rescue; CPE inhibition, % at 9.99 µM; 1.7% of 350,000 active; AID 651640, 2012; in the data active means CPE inhibition above about 20%, passing the limit was not always enough; inconclusive means no clear call, values can overlap the other calls; tested in BHK-21 cells;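 further: 0% = median of neutral control wells and 100% = median of positive control wells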
Statin myotox sup: suppressors of statin myotoxicity in C2C12 myotubes, primary screen, cell-based, single point, plate reader | 0.78% of 330,000 active | rescue of ATP level, % at 7.49 µM | C2C12 myotubes + simvastatin, ATP luminescence, 48 h; scaled: DMSO 0, geranylgeraniol control 100 | AID 602340, 2012;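 active means mean ATP rescue above about 67%, or every replicate alone reaching that limit, limit read from the data, passing the limit was not always enough; inconclusive means no clear call, values can overlap the other calls; inactive means mean under the limit and some replicate under it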;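 further: myotubes were challenged with 10 µM simvastatin during compound exposure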
SIRT5 inh: SIRT5 desuccinylase inhibitors, primary screen, biochemical, fluorescence imaging, single point, set 5 | NAD-dependent protein deacylase sirtuin-5, mitochondrial (Homo sapiens), Q9NXA8 | Purified SirT5, succinyl-peptide AMC, trypsin-coupled fluorescence | inhibition, % at 15 µM | 1.1% of 330,000 active; in the data active means inhibition above about 15%; inconclusive means no clear call, values can overlap the other calls
Target sequence (Q9NXA8 whole entry, looked up): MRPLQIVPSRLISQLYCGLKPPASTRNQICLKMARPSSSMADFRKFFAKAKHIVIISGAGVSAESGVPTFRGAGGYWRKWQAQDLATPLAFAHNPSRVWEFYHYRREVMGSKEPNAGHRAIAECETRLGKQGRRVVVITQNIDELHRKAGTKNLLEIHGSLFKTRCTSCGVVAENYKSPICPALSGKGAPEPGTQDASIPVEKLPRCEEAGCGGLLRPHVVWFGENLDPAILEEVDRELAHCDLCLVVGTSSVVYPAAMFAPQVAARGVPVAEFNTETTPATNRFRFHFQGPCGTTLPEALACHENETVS
* marks the source's active call; other numbers are inactive results; & = joins results of further samples. This is a subset, so the mix of outcomes need not match the whole.

Results for Cc1ccc(NC(=O)CSC(C)C(=O)OCC(=O)N2CCN(C(=O)c3ccco3)CC2)cc1 (centres undefined) ?
PglD inh: 2; S100A4 MyoIIA: -9; ERp5 inh: -1; DENV2 CPE: 86*; Statin myotox sup: 2; SIRT5 inh: 0

Results for O=c1[nH]c(S)c(/C=C2\C=Nc3ccccc32)s1 ?
PglD inh: 4; S100A4 MyoIIA: -4; ERp5 inh: 4; DENV2 CPE: -3; SIRT5 inh: -2

What do the screens show for `COc1ccc(S(=O)(=O)N2CCOCC2)cc1NC(=O)Cc1ccc(F)cc1`?
E-selectin induc: 0.0; PglD inh: 3; S100A4 MyoIIA: 7; ERp5 inh: 2; DENV2 CPE: 10; Statin myotox sup: 9

How did CCOc1ccc(-c2cc(N)n(S(=O)(=O)c3cccc4nsnc34)n2)cc1 do in these assays?
E-selectin induc: 1.0; PglD inh: -2; S100A4 MyoIIA: 1; ERp5 inh: -8; DENV2 CPE: 1; Statin myotox sup: 12; SIRT5 inh: -2

How did O=C(NCc1ccccc1)C1(C(F)(F)F)C/C(=C/CCO)CCCO1 (centres undefined) do in these assays?
E-selectin induc: -0.2; PglD inh: 4; S100A4 MyoIIA: 6; ERp5 inh: 0; DENV2 CPE: 3; Statin myotox sup: 8; SIRT5 inh: -1

How did O=C(N[C@H]1CC[C@@H](CC(=O)N2CCc3ccccc3C2)O[C@H]1CO)C1CCC1 do in these assays?
E-selectin induc: -0.3; PglD inh: 0; S100A4 MyoIIA: -1; ERp5 inh: 0; DENV2 CPE: 17; Statin myotox sup: -1; SIRT5 inh: -1

What do the screens show for `CC(C)(C)c1cc[n+](-c2nc([O-])sc2C=O)cc1`?
S100A4 MyoIIA: -1; ERp5 inh: -8; DENV2 CPE: -7; SIRT5 inh: -2

Results for CNC[C@H]1OCc2ccccc2-c2ccccc2C(=O)N([C@H](C)CO)C[C@H]1C ?
E-selectin induc: -0.1&0.6; PglD inh: -130; S100A4 MyoIIA: -4&-15; ERp5 inh: 0&4; DENV2 CPE: 1&2; Statin myotox sup: -9; SIRT5 inh: 11&1

Results for COc1ccc(NC(=O)N[C@H]2CC[C@@H](CC(=O)NCc3ccccn3)O[C@H]2CO)cc1 ?
E-selectin induc: 0.0; PglD inh: 1; S100A4 MyoIIA: 8; ERp5 inh: -5; DENV2 CPE: inconclusive; Statin myotox sup: -21; SIRT5 inh: 5

Results for C=C(C)Cn1c2ccc(NC(=S)NCc3ccccc3F)cc2c(=O)n1C ?
E-selectin induc: 0.3; PglD inh: 5; S100A4 MyoIIA: 3; ERp5 inh: -5; DENV2 CPE: -1; Statin myotox sup: -6; SIRT5 inh: -4

Results for O=C(C[C@@H]1CC[C@H]2[C@@H](COC[C@H](O)CN2Cc2nccs2)O1)NCc1ccc(Cl)cc1 ?
E-selectin induc: 0.2; PglD inh: 1; S100A4 MyoIIA: 5; ERp5 inh: -6; DENV2 CPE: inconclusive; Statin myotox sup: 0; SIRT5 inh: -2

How did CCOc1ccccc1N=c1oc2cc(O)ccc2cc1C(=O)NCC1CCCO1 (centres undefined) do in these assays?
PglD inh: -5; S100A4 MyoIIA: 1; ERp5 inh: -7; DENV2 CPE: -8; Statin myotox sup: -19; SIRT5 inh: -9

What do the screens show for `COc1ccc(CN(C)C[C@@H]2OCCCC[C@H](C)Oc3ccc(NC(=O)Cc4ccccc4)cc3C(=O)N([C@@H](C)CO)C[C@@H]2C)cc1`?
E-selectin induc: 0.3; PglD inh: 4; S100A4 MyoIIA: 2; ERp5 inh: 3; DENV2 CPE: -2&-8; Statin myotox sup: -8; SIRT5 inh: 2

Results for CC(C)c1[nH]nc2c1C(c1ccc(F)cc1)N(Cc1ccccc1)C2=O (centres undefined) ?
E-selectin induc: -0.2; S100A4 MyoIIA: 2; ERp5 inh: 0; DENV2 CPE: 2

What do the screens show for `C[C@H](CO)N1C[C@H](C)[C@@H](CN(C)C(=O)C2CCCCC2)OCCCC[C@H](C)Oc2ccc(NC(=O)Cc3ccccc3)cc2C1=O`?
E-selectin induc: 0.3; PglD inh: -1; S100A4 MyoIIA: -3; ERp5 inh: -10; DENV2 CPE: 2; Statin myotox sup: 49; SIRT5 inh: 0

How did CC(C)NC(=O)N(C)C[C@H]1Oc2ccc(NC(=O)Nc3ccc(F)cc3)cc2C(=O)N([C@H](C)CO)C[C@@H]1C do in these assays?
E-selectin induc: -0.3; PglD inh: 10; S100A4 MyoIIA: 4; ERp5 inh: 0; DENV2 CPE: -1; Statin myotox sup: 13; SIRT5 inh: -5

How did CC(NC(=O)CN(c1ccccc1F)S(C)(=O)=O)c1ccccc1 (centres undefined) do in these assays?
PglD inh: 0; S100A4 MyoIIA: 2; ERp5 inh: 3; DENV2 CPE: 3; Statin myotox sup: -5; SIRT5 inh: -10

Results for N/C(COc1ncn(-c2ccccc2)n1)=N\S(=O)(=O)c1ccc(Cl)cc1Cl ?
S100A4 MyoIIA: 4; ERp5 inh: -4; Statin myotox sup: 13; SIRT5 inh: -6

Results for CC(C)(C)c1ccc(S(=O)(=O)NC(=O)C2(C)CCN2C(=O)CC2CCCC2)cc1 (centres undefined) ?
E-selectin induc: 0.0; PglD inh: 4; S100A4 MyoIIA: 1; ERp5 inh: 3; DENV2 CPE: -15; Statin myotox sup: 2

How did CN1CCN(NC(=O)COc2cccc(C(F)(F)F)c2)CC1 do in these assays?
PglD inh: 2; S100A4 MyoIIA: -5; ERp5 inh: 2; DENV2 CPE: -14; SIRT5 inh: -4

What do the screens show for `Cc1ccc(C)c(NC(=O)C(NCC(C)(C)N2CCOCC2)c2ccccc2)c1` (centres undefined)?
E-selectin induc: 0.8; PglD inh: 5; S100A4 MyoIIA: -3; ERp5 inh: inconclusive; DENV2 CPE: 1; Statin myotox sup: -10; SIRT5 inh: -2

How did CC1CCCCN1C(=O)CSc1nc(C2CC2)nc2ccccc12 (centres undefined) do in these assays?
E-selectin induc: 0.0; PglD inh: -1; S100A4 MyoIIA: 3; ERp5 inh: -3; DENV2 CPE: -1; Statin myotox sup: -27

How did CC(NC(=O)C(=O)c1cn(CC(=O)N2CCOCC2)c2ccccc12)c1ccccc1 (centres undefined) do in these assays?
E-selectin induc: 1.0; PglD inh: 0; S100A4 MyoIIA: -4; ERp5 inh: 0; DENV2 CPE: 9; Statin myotox sup: 7; SIRT5 inh: -1

What do the screens show for `O=C(Cn1cccc1C(=O)c1ccccc1)NCCCN1CCc2ccccc2C1`?
E-selectin induc: 5.0; S100A4 MyoIIA: 50; ERp5 inh: 3; DENV2 CPE: 3; SIRT5 inh: 1

How did O=[N+]([O-])c1ccccc1S(=O)(=O)N1CCN(Cc2ccc(OCCO)cc2)CC1 do in these assays?
PglD inh: -3; S100A4 MyoIIA: 6; ERp5 inh: -2; DENV2 CPE: 4; SIRT5 inh: -3

How did Cc1ccc(NC(=O)Cc2nnc(SCC(=O)NC3=NCCS3)n2C)cc1 do in these assays?
PglD inh: 1; S100A4 MyoIIA: 0; ERp5 inh: 0; DENV2 CPE: 8; Statin myotox sup: -3; SIRT5 inh: 0

Results for O=C(NN1C(=O)c2ccccc2NC1c1cccnc1)c1ccc([N+](=O)[O-])cc1 (centres undefined) ?
E-selectin induc: 0.7; PglD inh: 0; S100A4 MyoIIA: 22; ERp5 inh: inconclusive; DENV2 CPE: -3; Statin myotox sup: 7; SIRT5 inh: -2

How did COc1ccccc1NC(=S)N(Cc1ccc(C)cc1)Cc1cccnc1 do in these assays?
E-selectin induc: 3.9; PglD inh: 1; S100A4 MyoIIA: -10; ERp5 inh: 4; DENV2 CPE: -1; Statin myotox sup: 6; SIRT5 inh: -5

How did Cc1ccc(NC(=O)CCn2c(=O)oc3ccccc32)cc1 do in these assays?
E-selectin induc: -0.2; PglD inh: 0; Statin myotox sup: -1

Results for CC(C)C[C@@H]1CN=C(N)N1C[C@@H]1CCCN1C[C@@H](C(C)C)N1C[C@@H](Cc2ccccc2)N(CCc2ccc(Cl)c(Cl)c2)C1=N ?
PglD inh: 4; S100A4 MyoIIA: -3; ERp5 inh: -2; DENV2 CPE: -12; Statin myotox sup: 3; SIRT5 inh: 0

Results for C[C@H](CO)N1C[C@H](C)[C@H](CN(C)S(=O)(=O)c2cccs2)Oc2c(NC(=O)c3nc4ccccc4s3)cccc2C1=O ?
E-selectin induc: 0.1; PglD inh: 1; S100A4 MyoIIA: -43; ERp5 inh: 4; DENV2 CPE: 15; SIRT5 inh: 7

What do the screens show for `CN[C@@H](C)C(=O)NC[C@H]1O[C@@H](n2cnc3c(N)ncnc32)[C@H](O)[C@@H]1O`?
E-selectin induc: 1.1; PglD inh: 2; S100A4 MyoIIA: 3; ERp5 inh: 4; Statin myotox sup: 6; SIRT5 inh: 1

Filtered by structure, the entries above with two or more sulfur atoms.
Results for O=c1[nH]c(S)c(/C=C2\C=Nc3ccccc32)s1 ?
PglD inh: 4; S100A4 MyoIIA: -4; ERp5 inh: 4; DENV2 CPE: -3; SIRT5 inh: -2

How did CCOc1ccc(-c2cc(N)n(S(=O)(=O)c3cccc4nsnc34)n2)cc1 do in these assays?
E-selectin induc: 1.0; PglD inh: -2; S100A4 MyoIIA: 1; ERp5 inh: -8; DENV2 CPE: 1; Statin myotox sup: 12; SIRT5 inh: -2

How did Cc1ccc(NC(=O)Cc2nnc(SCC(=O)NC3=NCCS3)n2C)cc1 do in these assays?
PglD inh: 1; S100A4 MyoIIA: 0; ERp5 inh: 0; DENV2 CPE: 8; Statin myotox sup: -3; SIRT5 inh: 0

Results for C[C@H](CO)N1C[C@H](C)[C@H](CN(C)S(=O)(=O)c2cccs2)Oc2c(NC(=O)c3nc4ccccc4s3)cccc2C1=O ?
E-selectin induc: 0.1; PglD inh: 1; S100A4 MyoIIA: -43; ERp5 inh: 4; DENV2 CPE: 15; SIRT5 inh: 7

Compounds above that contain a tert-butyl group:
What do the screens show for `CC(C)(C)c1cc[n+](-c2nc([O-])sc2C=O)cc1`?
S100A4 MyoIIA: -1; ERp5 inh: -8; DENV2 CPE: -7; SIRT5 inh: -2

Results for CC(C)(C)c1ccc(S(=O)(=O)NC(=O)C2(C)CCN2C(=O)CC2CCCC2)cc1 (centres undefined) ?
E-selectin induc: 0.0; PglD inh: 4; S100A4 MyoIIA: 1; ERp5 inh: 3; DENV2 CPE: -15; Statin myotox sup: 2

Compound activity (PubChem)
